HTR1A agonist: activates the human 5-HT1a serotonin receptor. P08908. CHO 5-HT1a Ga15 NFAT-bla reporter, FRET ratio; 0% basal, 100% maximal reference agonist. activation, % at 10 µM. 65,000 compounds, 0.56% hits;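 active = activation above the screen-wide mean activation plus 3 SD, cut at about 19% in these data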;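 note: 0% = DMSO wells and 100% = 5-CT at EC100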
Target sequence (P08908 whole entry, looked up): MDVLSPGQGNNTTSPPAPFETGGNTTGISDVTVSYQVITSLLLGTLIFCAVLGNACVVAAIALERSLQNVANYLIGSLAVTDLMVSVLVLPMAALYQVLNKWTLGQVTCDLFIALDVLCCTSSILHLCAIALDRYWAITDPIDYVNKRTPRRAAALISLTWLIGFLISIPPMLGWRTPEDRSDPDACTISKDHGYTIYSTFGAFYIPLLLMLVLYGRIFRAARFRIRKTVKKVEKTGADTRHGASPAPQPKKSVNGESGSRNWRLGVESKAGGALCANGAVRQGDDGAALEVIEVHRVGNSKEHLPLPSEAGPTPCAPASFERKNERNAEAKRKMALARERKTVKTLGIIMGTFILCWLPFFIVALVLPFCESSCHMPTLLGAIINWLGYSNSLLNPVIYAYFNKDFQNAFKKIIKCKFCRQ
NADH coupling: inhibitors of enzymes used to reach an NAD/NADH endpoint | AID 774 | coupled PK/LDH NADH assays, four targets | IC50, µM (top dose mostly 10 µM), inactives show at the highest dose inhibition | 65,000 compounds, 0.02% hits;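 active = single-dose screening hits from any of four coupled enzyme assays that gave an IC50 when retested across doses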;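 note: the DPM-DC format reads NADH fluorescence rather than 340 nm absorbance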
5HT1a antag: antagonists of human 5-HT1a serotonin receptor; P08908; CHO 5-HT1a Ga15 NFAT-bla reporter, antagonist mode; inhibition, % at 10 µM; 62,000 compounds, 0.68% hits; AID 612;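 active = inhibition above the mean of all tested compounds plus 3 SD, cut at about 43% in these data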;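 note: receptor stimulated by 5-CT agonist at 100 nM near EC80; beta-lactamase reporter measured by ratiometric fluorescence of a cleavable substrate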
MMP-13 inhibitor: inhibitors of human MMP13; AID 570; 65,000 compounds, 0.07% hits; MMP-13 fTHP FRET cleavage, Mca fluorescence; inhibition, % at 4 µM;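 active = inhibition above the mean of compound-free control plate wells plus 3 SD, cut at about 14% in these data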;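 note: 0% = DMSO wells and 100% = wells with reference MMP-13 inhibitor after basal subtraction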
HTR1E antagonist: antagonists of human 5-HT1E serotonin receptor; P28566; CHO 5-HT1E Ga15 NFAT-bla reporter, FRET, antagonist; inhibition, % at 6 µM; 65,000 compounds, 0.99% hits;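 active = inhibition above a set limit, the mean inhibition across every tested compound plus 3 SD, cut at about 29% in these data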;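 note: signal is the 460 over 535 nm emission ratio of beta-lactamase substrate; 0% = agonist plus DMSO wells and 100% = wells without agonist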
RORa activator: activators of human nuclear receptor RORA. P35398. CHO-K1 Gal4-RORA LBD luciferase reporter, luminescence; percent increase over mock-subtracted basal signal. activation, % at 10 µM. 65,000 compounds, 1.5% hits;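 active = activation above the mean of all tested compounds plus 3 SD, cut at about 49% in these data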;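 note: 0% = DMSO-treated RORA cells and 100% = added signal equal to DMSO minus mock-transfected cells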
Target sequence (P35398 whole entry, looked up, the tested form may be a part): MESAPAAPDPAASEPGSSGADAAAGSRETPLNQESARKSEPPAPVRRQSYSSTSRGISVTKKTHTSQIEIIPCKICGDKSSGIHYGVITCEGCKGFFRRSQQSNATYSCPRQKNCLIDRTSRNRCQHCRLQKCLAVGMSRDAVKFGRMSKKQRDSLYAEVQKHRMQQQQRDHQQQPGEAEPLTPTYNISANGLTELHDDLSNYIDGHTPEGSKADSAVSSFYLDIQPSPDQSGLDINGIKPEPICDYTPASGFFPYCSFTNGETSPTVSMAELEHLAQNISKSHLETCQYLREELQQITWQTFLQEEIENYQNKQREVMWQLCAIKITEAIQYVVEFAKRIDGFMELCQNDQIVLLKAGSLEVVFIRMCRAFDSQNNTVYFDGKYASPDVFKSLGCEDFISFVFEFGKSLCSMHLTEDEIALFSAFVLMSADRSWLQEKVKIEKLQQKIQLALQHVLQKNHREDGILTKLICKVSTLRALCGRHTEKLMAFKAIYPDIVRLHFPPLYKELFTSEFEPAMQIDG
SF1 activator: activates the human nuclear receptor SF-1; 65,000 compounds, 1.9% hits; activation, % at 10 µM; Q13285; AID 522; CHO-K1 Gal4-SF-1 LBD luciferase reporter; % increase over DMSO SF-1-specific signal;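 active = activation above the mean activation of all tested compounds plus 3 SD, cut at about 50% in these data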
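Test system: transient Gal4-SF-1 LBD reporter, CHO-K1; Amount: 4,000 CHO-K1 cells per well; Doses: 10 µM only; Timing: compound exposure 20 h at 37 °C; Signal: luciferase light emission; Read-out basis: percent activation relative to DMSO median and mock-transfected background; Control set: DMSO negative control and −SF1 background wells; Replicates: one test per compound.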
Ecoli tolC: blocks growth of E. coli BW25113 tolC mutant; 65,000 compounds, 2.2% hits; OD615; growth inhibition, % at 10 µM (by protocol);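 active = growth inhibition at or above a cutoff equal to the mean over every tested compound plus 3 SD, cut at about 60% in these data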;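 note: growth measured after 20 h incubation at 37 °C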
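Material: E. coli BW25113 ΔtolC::kan, tolC deletion mutant strain. Measure: percent growth inhibition. Schedule: 37 °C, 20 h exposure. Doses: single-point testing at 10 µM. Signal: A615 absorbance measurement. Buffer or medium: kanamycin-containing LB broth (50 µg/mL).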
HTR1E agonist: activates the human 5-HT1E serotonin receptor; CHO 5-HT1E Ga15 NFAT-bla reporter, FRET; 0% DMSO wells, 100% control agonist wells; 65,000 compounds, 0.69% hits; activation, % at 6 µM;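 active = activation above a set limit, the screen-wide mean activation plus 3 SD, cut at about 8.5% in these data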;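 note: 100% = positive control agonist at 1 µM giving full maximal response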
* = called active by the depositor; [ ] = another dose, or the depositor's remark.

Results for CN(C)CCN1C(=O)c2oc3ccccc3c(=O)c2C1c1cccc(Br)c1 (centres undefined) ?
HTR1A agonist: -1.3; NADH coupling: 4%; 5HT1a antag: -4; MMP-13 inhibitor: 0; HTR1E antagonist: -9; RORa activator: 0; SF1 activator: 1; Ecoli tolC: -15; HTR1E agonist: -0.7

How did COc1cc(S(=O)(=O)N2CCOCC2)ccc1NC(=O)COC(=O)c1ccccn1 do in these assays?
HTR1A agonist: -3.6; NADH coupling: 3%; 5HT1a antag: 6; MMP-13 inhibitor: 5; HTR1E antagonist: -6; RORa activator: 15; SF1 activator: 30; Ecoli tolC: -3; HTR1E agonist: 0.6

Results for COc1cc(C(=O)NCCC(=O)NCCCN2CCCCC2)cc(OC)c1OC ?
HTR1A agonist: -1.8; NADH coupling: 5%; 5HT1a antag: -4; MMP-13 inhibitor: 1; HTR1E antagonist: 9; RORa activator: 4; SF1 activator: -8; Ecoli tolC: -20; HTR1E agonist: -0.1

What do the screens show for `Cc1onc(-c2c(F)cccc2Cl)c1C(=O)OCC(=O)Nc1c(C)n(C)n(-c2ccccc2)c1=O`?
HTR1A agonist: -0.6; NADH coupling: 4%; 5HT1a antag: 5; MMP-13 inhibitor: 2; HTR1E antagonist: -4; RORa activator: 0; SF1 activator: -7; Ecoli tolC: -24; HTR1E agonist: -1.1

Results for CCC(=O)Nc1cccc(Br)c1 ?
HTR1A agonist: 2.2; NADH coupling: 3%; 5HT1a antag: 0; MMP-13 inhibitor: -5; HTR1E antagonist: -5; RORa activator: 14; SF1 activator: -2; Ecoli tolC: -15; HTR1E agonist: 0.1

Results for CCn1c2ccccc2c2cc(Nc3cc(C)nc4ncnn34)ccc21 ?
HTR1A agonist: -2.0; NADH coupling: 2%; 5HT1a antag: 72*; MMP-13 inhibitor: -1; HTR1E antagonist: 70*; RORa activator: -41; SF1 activator: -70; Ecoli tolC: 53; HTR1E agonist: 0.3

What do the screens show for `COC(=O)C1=C(C)N(CCC2=CCCCC2)C(=O)C1`?
HTR1A agonist: -4.5; NADH coupling: 0%; 5HT1a antag: 26; MMP-13 inhibitor: 6; HTR1E antagonist: 2; RORa activator: -10; SF1 activator: -6; Ecoli tolC: -3; HTR1E agonist: -0.1

What do the screens show for `CC1CN(C(c2cccs2)c2sc3ncnn3c2O)CC(C)O1` (centres undefined)?
HTR1A agonist: 1.0; NADH coupling: 5%; 5HT1a antag: -8; MMP-13 inhibitor: 2; HTR1E antagonist: -10; RORa activator: 3; SF1 activator: -1; Ecoli tolC: -12; HTR1E agonist: 0.9

What do the screens show for `O=C(COc1ccc2oc(-c3ccccc3)cc(=O)c2c1)NCc1ccco1`?
HTR1A agonist: -0.9; NADH coupling: 8%[fluoresces]; 5HT1a antag: -5; MMP-13 inhibitor: -39; HTR1E antagonist: 0; RORa activator: -7; SF1 activator: -2; Ecoli tolC: -4; HTR1E agonist: 0.2

How did CC(C)Oc1ccc(NC(N)=O)cc1 do in these assays?
HTR1A agonist: -2.6; NADH coupling: 6%; 5HT1a antag: -13; MMP-13 inhibitor: 0; HTR1E antagonist: -9; RORa activator: -3; SF1 activator: -5; Ecoli tolC: -13; HTR1E agonist: -0.3

What do the screens show for `O=c1cc(-c2ccc3c(c2)OCO3)oc2ccccc12`?
HTR1A agonist: -0.2; NADH coupling: 4%[fluoresces]; 5HT1a antag: 20; MMP-13 inhibitor: -125[fluorescence artefact?]; HTR1E antagonist: -5; RORa activator: 48; SF1 activator: 34; Ecoli tolC: -6; HTR1E agonist: -0.3

How did CSc1ncc(Cl)c(C(=O)Nc2nnc(SC)s2)n1 do in these assays?
HTR1A agonist: -0.5; NADH coupling: 32%; 5HT1a antag: 1; MMP-13 inhibitor: -4; HTR1E antagonist: -3; RORa activator: 2; SF1 activator: -1; Ecoli tolC: 12; HTR1E agonist: -1.2

What do the screens show for `C/C=C/Cn1c(Br)nc2c1c(=O)[nH]c(=O)n2C`?
HTR1A agonist: 1.0; NADH coupling: 4%; 5HT1a antag: 10; MMP-13 inhibitor: 4; HTR1E antagonist: 1; RORa activator: 8; SF1 activator: -7; Ecoli tolC: -2; HTR1E agonist: -0.7

What do the screens show for `CC(C)COC(=O)C1C2C=CC3(CN(C(C)c4ccc(Br)cc4)C(=O)C13)O2` (centres undefined)?
HTR1A agonist: 0.8; NADH coupling: 4%; 5HT1a antag: -6; MMP-13 inhibitor: -11; HTR1E antagonist: 0; RORa activator: 15; SF1 activator: 14; Ecoli tolC: -4; HTR1E agonist: 1.5

What do the screens show for `O=C(C1CC1)N1CCN=C1SCc1cccc(F)c1`?
HTR1A agonist: -2.2; NADH coupling: 3%; 5HT1a antag: -2; MMP-13 inhibitor: 3; HTR1E antagonist: 12; RORa activator: -10; SF1 activator: -1; Ecoli tolC: -12; HTR1E agonist: -0.4

What do the screens show for `COc1ccc(OC)c(NC(=O)c2nnn(Cc3ccc(Br)cc3F)c2N)c1`?
HTR1A agonist: 3.8; NADH coupling: 2%; 5HT1a antag: 35; MMP-13 inhibitor: 4; HTR1E antagonist: 11; RORa activator: -8; SF1 activator: -28; Ecoli tolC: 34; HTR1E agonist: 1.1

What do the screens show for `CCOC(=O)N1CCN(C(=O)c2oc3ccc(S(=O)(=O)N4CCOCC4)cc3c2C)CC1`?
HTR1A agonist: 0.6; NADH coupling: 3%; 5HT1a antag: -10; MMP-13 inhibitor: -3; HTR1E antagonist: -16; RORa activator: 14; SF1 activator: 1; Ecoli tolC: -1; HTR1E agonist: 1.2

Results for O=C(c1ccccc1)c1coc2ccc(O)c(CN3CCOCC3)c12 ?
HTR1A agonist: 1.6; NADH coupling: 5%; 5HT1a antag: 1; MMP-13 inhibitor: 1; HTR1E antagonist: 9; RORa activator: 2; SF1 activator: 17; Ecoli tolC: 15; HTR1E agonist: -0.5

How did CN(O)/C=c1/ccc2c(n1)C(=O)C=CC=2 do in these assays?
HTR1A agonist: 0.7; NADH coupling: 1%; 5HT1a antag: 12; MMP-13 inhibitor: 5; HTR1E antagonist: 4; RORa activator: -2; SF1 activator: 29; Ecoli tolC: 4; HTR1E agonist: -0.6

What do the screens show for `CCn1c(-c2cccc(Cl)c2)n[nH]c1=S`?
HTR1A agonist: -6.0; NADH coupling: 3%; 5HT1a antag: 12; MMP-13 inhibitor: 2; HTR1E antagonist: 2; RORa activator: 10; SF1 activator: -6; Ecoli tolC: -6; HTR1E agonist: -0.5

What do the screens show for `COCCNC(=O)CN(c1ccc(OC)c(OC)c1)S(=O)(=O)c1ccc(C)cc1`?
HTR1A agonist: 0.8; NADH coupling: 6%; 5HT1a antag: 2; MMP-13 inhibitor: 5; HTR1E antagonist: -6; RORa activator: 7; SF1 activator: -14; Ecoli tolC: -3; HTR1E agonist: -0.7

How did Cn1c(=O)cc(OCC(=O)N2CCN(c3cccc(C(F)(F)F)c3)CC2)c2ccccc21 do in these assays?
HTR1A agonist: -2.2; NADH coupling: 3%; 5HT1a antag: -6; MMP-13 inhibitor: 2; HTR1E antagonist: -6; RORa activator: 2; SF1 activator: -14; Ecoli tolC: -2; HTR1E agonist: 0.3

What do the screens show for `O=C1CC(C(=O)Nc2ccc(O)c(C(=O)O)c2)C(c2ccccc2)O1` (centres undefined)?
HTR1A agonist: -2.9; NADH coupling: 7%[fluoresces]; 5HT1a antag: 3; MMP-13 inhibitor: -52[fluorescence artefact?]; HTR1E antagonist: 1; RORa activator: -7; SF1 activator: 15; Ecoli tolC: -4; HTR1E agonist: -0.7

How did COCCNC(=O)C1CC(=O)N(CCc2ccccc2)C1 (centres undefined) do in these assays?
HTR1A agonist: -2.8; NADH coupling: 7%; 5HT1a antag: 12; MMP-13 inhibitor: 2; HTR1E antagonist: 6; RORa activator: -8; SF1 activator: -1; Ecoli tolC: -13; HTR1E agonist: -1.1

What do the screens show for `CC(=O)c1cc(-c2ccccc2)n(CC(=O)N2CCC(N3CCCCC3)CC2)c1C`?
HTR1A agonist: 0.5; NADH coupling: 2%; 5HT1a antag: 0; MMP-13 inhibitor: 2; HTR1E antagonist: 3; RORa activator: 4; SF1 activator: 4; Ecoli tolC: -18; HTR1E agonist: 0.4

How did CCCCOc1ccc(NC2=NC3(CCCCC3)N=C(N)N2)cc1 do in these assays?
HTR1A agonist: -1.5; NADH coupling: 6%; 5HT1a antag: 4; MMP-13 inhibitor: -3; HTR1E antagonist: 4; RORa activator: 12; SF1 activator: 11; Ecoli tolC: 99*; HTR1E agonist: -0.4

Results for CCN(C)c1ccc(/C=N\n2nnnc2N)cc1 ?
HTR1A agonist: -1.0; NADH coupling: 15%; 5HT1a antag: -4; MMP-13 inhibitor: -14; HTR1E antagonist: -3; RORa activator: 67*; SF1 activator: 87*; Ecoli tolC: -15; HTR1E agonist: -0.2

Results for O=C(NC(=O)c1ccccc1)NC1(C(F)(F)F)OCCO1 ?
HTR1A agonist: -2.9; NADH coupling: 3%; 5HT1a antag: -8; MMP-13 inhibitor: -2; HTR1E antagonist: -1; RORa activator: 46; SF1 activator: 25; Ecoli tolC: -15; HTR1E agonist: 1.0

What do the screens show for `O=C(NCCc1ccc2c(c1)OCO2)C1CCN(S(=O)(=O)c2ccc(Cl)cc2)CC1`?
HTR1A agonist: -2.0; NADH coupling: 4%; 5HT1a antag: 22; MMP-13 inhibitor: 5; HTR1E antagonist: 10; RORa activator: 2; SF1 activator: -15; Ecoli tolC: -18; HTR1E agonist: -1.1

Results for CCN(CC)S(=O)(=O)c1cc(C(=O)Nc2ccccn2)ccc1C ?
HTR1A agonist: -4.2; NADH coupling: 3%; 5HT1a antag: 14; MMP-13 inhibitor: -2; HTR1E antagonist: -4; RORa activator: 60*; SF1 activator: 49; Ecoli tolC: -2; HTR1E agonist: -0.4

What do the screens show for `COc1ccc(S(=O)(=O)Nc2ccc3c(c2)OCCO3)cc1Cl`?
HTR1A agonist: -0.4; NADH coupling: 8%; 5HT1a antag: 10; MMP-13 inhibitor: 1; HTR1E antagonist: 4; RORa activator: -9; SF1 activator: -6; Ecoli tolC: 42; HTR1E agonist: -0.5

What do the screens show for `Cc1nc(N2CCN(S(=O)(=O)c3ccc(F)cc3)CC2)c2c(C)c(C)sc2n1`?
HTR1A agonist: -1.0; NADH coupling: 7%; 5HT1a antag: 4; MMP-13 inhibitor: -2; HTR1E antagonist: -6; RORa activator: -8; SF1 activator: 27; Ecoli tolC: 7; HTR1E agonist: -0.2

Results for COc1ccc2c(=O)c(-c3nc(C)cs3)coc2c1 ?
HTR1A agonist: 0.2; NADH coupling: 6%; MMP-13 inhibitor: -7; HTR1E antagonist: -7; RORa activator: -33; SF1 activator: -20; Ecoli tolC: 7; HTR1E agonist: 0.0

Results for COc1cccc(NC(=O)CSc2nnc(-c3cc(-c4ccccn4)nc4ccccc34)o2)c1 ?
HTR1A agonist: 2.7; NADH coupling: 1%; 5HT1a antag: -7; MMP-13 inhibitor: 3; HTR1E antagonist: 0; RORa activator: 18; SF1 activator: 5; Ecoli tolC: 12; HTR1E agonist: 0.4
